# Compound activity (PubChem)
# H9c2 TAG inh – reduces triacylglycerol accumulation in H9c2 cells. Nile Red lipid (TAG) fluorescence; cells loaded with 200 µM oleic acid. inhibition, % at 12.5 µM. hit rate 0.66% among 230,000;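 active = pattern-corrected inhibition of lipid staining of at least 50% with the nuclear-stain viability signal not falling by more than 50%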;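 note: 0% = DMSO wells and 100% = triacsin C control wells; some results filed as inactive read as strong as hits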
# H9c2 TAG inh DAPI viability – second read-out of H9c2 TAG inh, no call of its own (marks repeat the call); DAPI nuclei signal change (viability), lower = more cytotoxic, %;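 whole-well DAPI fluorescence read on a plate reader as a viability signal; minus 50 percent equals half of cells still viable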
# Numbers without * were called inactive.
cpd	Structure	H9c2 TAG inh DAPI viability	H9c2 TAG inh
1	Cc1ccccc1Nc1c(-c2cccnc2)nc2ccc(Br)cn12	10	-13
2	CCNC(=O)C1(C)CCN(C(=O)c2ccccc2F)C1 (stereo not drawn)	2	-17
3	CCc1cc(C(=O)Nc2ccc(S(=O)(=O)NC3=NCCCCC3)cc2)sc1C	1	-6
4	CCCc1c(C(=O)OCC)sc(N)c1C#N	0	-9
5	COc1ccc2[nH]c(=O)c(CNc3ccc(C)cc3C)cc2c1	-3	9
6	Fc1ccc(-c2ccc(-c3nn4c(-c5ccco5)nnc4s3)o2)cc1	5	15
7	O=C(Nc1ccccc1F)c1ccc(C(=O)c2ccccc2)cc1	-5	16
8	O=C(Nc1ccc(F)cc1)C1CCCN1S(=O)(=O)c1cccc2nsnc12 (stereo not drawn)	-10	-12
9	CCOc1ccc(N2CC(O)=C(c3nc4ccccc4c(=O)[nH]3)C2=N)cc1	-10	6
10	COc1cccc(C(=O)N(c2ccc(C)cc2)C2C=CS(=O)(=O)C2)c1 (stereo not drawn)	8	-1
11	Cc1ccc(NC(=O)/C=C/c2cccs2)c([N+](=O)[O-])c1	-8	17
12	CCC(C)(C(=O)NC1CCCC1)N(Cc1cccs1)C(=O)c1ccccn1 (stereo not drawn)	2	-10
13	Cc1ccc(NC(=O)CCNS(=O)(=O)c2cccc3nonc23)cc1	-2	-11
14	CCN1CCN(c2nc(N(C)c3ccccc3)nc(N)c2[N+](=O)[O-])CC1	9	5
15	OC1(c2ccc(OC(F)F)cc2)CSC(=Nc2cccnc2)N1C1CC1 (stereo not drawn)	9	-7
16	CC(=O)Nc1ccc(NS(=O)(=O)c2ccc(OC(C)C(=O)N3CCOCC3)cc2)cc1 (stereo not drawn)	1	-13
17	COc1ccccc1N1CCN(C(=O)C2CC2)CC1	-2	-15
18	O=C(CN1C(=O)NC2(CCCCCC2)C1=O)NCCc1ccccc1	-6	-8
19	CSc1ccc(/C=N/N2CCN(c3ccccc3)CC2)cc1	-9	9
20	CCCCNC(=O)CCn1nc(-c2ccc(Cl)cc2)c2ccccc2c1=O	-3	-6

# (listing goes on)
cpd	Structure	H9c2 TAG inh DAPI viability	H9c2 TAG inh
21	COc1ccccc1Nc1nc(-c2sc(NC(=O)CC(C)C)nc2C)cs1	-5	26
22	C#CCN(C[C@@H]1[C@@H](OC(=O)NCc2ccccc2)[C@@H](OC(=O)NCc2ccccc2)CN(C(=O)OC(C)C)N1C(=O)OC(C)C)S(=O)(=O)c1ccc(C)cc1	-19	22
23	Cc1ccc(C(=O)O/N=C(\N)c2ccccn2)c(C)c1	-1	15
24	CCNC(=O)N(CC)C[C@H]1N[C@@](C)(C(=O)OC)[C@H]2C(=O)N(Cc3ccccc3)C(=O)[C@@H]12	2	-21
25	CC(=O)Nc1cc(C)nn1-c1nc(C)cc(C)n1	7	10
26	CCc1cc(C(=O)OC)c(NC(=O)CN2CCN(C(=O)C3CCCO3)CC2)s1 (stereo not drawn)	-5	5
27	COc1ccc(N(C(=O)c2cccc([N+](=O)[O-])c2)S(=O)(=O)c2cccs2)cc1	-7	-13
28	Cc1cccc(Oc2ccccc2NS(=O)(=O)c2ccc(CCC(=O)O)cc2)c1	-4	-7
29	Cc1ccc(CNC(=O)COC(=O)c2ccc(S(=O)(=O)N3CCOCC3)cc2)cc1	1	-6
30	O=C1NC[C@@H](c2ccccc2)OC(=O)[C@H](Cc2ccc(F)cc2)C/C=C\C[C@H]1CC(=O)N(CCO)Cc1ccccc1	-3	0
31	COc1ccc(OC)c(C(=O)c2coc3ccc(O)c(CN4CCOCC4)c23)c1	1	32
32	CC1(C(=O)NS(=O)(=O)c2ccc(Br)cc2)CCN1C(=O)CCC1CCCC1 (stereo not drawn)	-1	2
33	CCCCn1nc(C(=O)N2CCN(S(=O)(=O)c3ccccc3)CC2)c2ccccc2c1=O	1	0
34	N#CCN(C(=O)CSc1nnc(C2CC2)n1C1CC1)c1ccccc1	3	-7
35	CCCCCn1c(CN2CCCCC2CC)nc2c1c(=O)n(C)c(=O)n2C (stereo not drawn)	-7	-4
36	COc1cccc(OC)c1OCCOc1ccccc1OC(C)C	5	-29
37	C#Cc1cccc(-n2nnc(C(C)=O)c2C)c1	-4	4
38	CC(=O)NNc1cc(N2CCOCC2)nc(N2CCOCC2)n1	-2	12
39	COc1cccc(-c2cccc(NC(=O)C3CCN(Cc4cccc(C)n4)CC3)c2)c1	5	-12
40	FC(F)(F)c1nnc(-c2ccccc2)nc1Oc1ccc(Cl)cc1Cl	7	-5

# Additional compounds
cpd	Structure	H9c2 TAG inh DAPI viability	H9c2 TAG inh
41	Cc1cc(C=C(C#N)C#N)c(C)n1-c1ccccc1	-16	6
42	Cn1c(=O)c2c(nc(NCc3ccco3)n2CC(O)COc2ccccc2)n(C)c1=O (stereo not drawn)	4	5
43	CN1CCCN(C(=O)c2ccc(Cl)s2)CC1	1	3
44	Cc1cc(C(=O)OCC(=O)Nc2cccc(S(N)(=O)=O)c2)c2ccccc2n1	0	1
45	O=C(Nc1nnc([C@H]2C[C@H](O)[C@@H](CO)O2)s1)NC1CCCCC1	-3	12
46	CN(Cc1ccc(Cl)s1)C(=O)CSc1nnc(C2CC2)n1C1CC1	2	7
47	CCOC(=O)CC(NC(=O)CCc1c(C)nc2ncnn2c1C)c1ccc(C)cc1 (stereo not drawn)	14	-9
48	Cc1noc(NC(=O)c2cccc(C(F)(F)F)c2)c1Cl	10	-15
49	CCN(CC)C(=O)c1[nH]cnc1C(=O)NC1CCN(C(=O)OC(C)(C)C)CC1	-1	14
50	O=C(NCc1cccnc1)c1ccc2nc([C@@H]3O[C@H](CO)[C@H](O)[C@H](O)[C@H]3O)[nH]c2c1	12	4
51	CCC/C=C/c1ccc(CN2C(CC(C)C)C(=O)N(Cc3cn(CCOCOC)nn3)CCS2(=O)=O)cc1 (stereo not drawn)	4	6
52	CCC(=O)NNC(=O)c1cc(COc2cc(Cl)cc(Cl)c2)on1	0	-5
53	COc1ccc(-c2cc(C(=O)N3CC(C)CC(C)C3)c3ccccc3n2)cc1 (stereo not drawn)	34	-5
54	COC(C(=O)NNC(=O)Cc1ccc(Cl)cc1)c1ccccc1 (stereo not drawn)	-3	-9
55	NCCN1CCN(CC(=O)N2c3ccccc3C(=O)Nc3cccnc32)CC1	3	-8
56	Cc1ccc(S(=O)(=O)NCCCNS(=O)(=O)c2ccccc2Br)cc1	4	-15
57	O=C(O)/C=C/c1cn(Cc2ccccc2)nc1-c1cccs1	6	-3
58	CCS(=O)(=O)N1CCN(c2cc3c(cc2[N+](=O)[O-])n(C)c(=O)n3C)CC1	-15	2
59	O=C(O)c1ccc(NS(=O)(=O)Cc2ccc(Cl)c(Cl)c2)cc1	13	3
60	CC(=O)N1CCN(C(C)=O)c2ccccc21	0	1

# Remaining list, next part
cpd	Structure	H9c2 TAG inh DAPI viability	H9c2 TAG inh
61	Cc1ccc(OCC(=O)Nc2ccc(S(=O)(=O)N3CCOCC3)cc2)c([N+](=O)[O-])n1	-2	3
62	CC(C)CN1C(=O)c2ccc(C(=O)Nc3ccccn3)cc2C1=O	-7	19
63	CC(C)(C)OC(=O)N1CCCC(C(=O)Nc2cccc(C(=O)NC3CC3)c2)C1 (stereo not drawn)	6	-2
64	Cc1cccc(C(=O)N[C@H](C(=O)Nc2nc3ccc(S(C)(=O)=O)cc3s2)C(C)C)c1	-2	6
65	CC(C)c1ccc(C2(C)NC(=O)N(CC(=O)NC3(C#N)CCCC3)C2=O)cc1 (stereo not drawn)	0	4
66	Cc1noc(C)c1NC(=O)N(C)C[C@H]1Oc2c(cccc2N(C)C)C(=O)N([C@H](C)CO)C[C@@H]1C	10	2
67	CCCCNC(=O)C(=O)N/N=C/c1ccc(C(=O)OC)cc1	1	-14
68	O=C(CSc1nccc(=O)[nH]1)c1c[nH]c2ccccc12	7	-1
69	CCCn1c(N)c(C(=O)CN2CCN(S(=O)(=O)c3cccs3)CC2)c(=O)[nH]c1=O	-11	8
70	O=C(Nc1ccccc1)c1cc(C2CCCCN2C(=O)CCc2ccccc2)on1 (stereo not drawn)	-2	26
71	CCOC(=O)C1CN(S(=O)(=O)c2ccc(C)cc2)C1	4	-25
72	O=[N+]([O-])c1ccc2c3n([n+]([O-])c2c1)CCN=C3c1ccc(Cl)cc1	-1	11
73	COCCN1C=C2C(=O)C(C)(OC(=O)CCc3ccccc3)C(=O)C=C2C=C1c1ccc(C#N)cc1 (stereo not drawn)	1	-7
74	CC1(C(=O)NS(=O)(=O)c2cccc(F)c2)CCN1C(=O)Cc1cccs1 (stereo not drawn)	15	3
75	O=C(CSc1nc(O)cc(=O)n1-c1ccccc1)NC1CCCCC1	4	-10
76	Cc1ccc(C)c(S(=O)(=O)NCc2ccc(C(=O)N3CC(C)OC(C)C3)cc2)c1 (stereo not drawn)	3	-11
77	COc1ccc(CC(=O)n2nc(-c3cccnc3)nc2N)cc1	3	10
78	Cc1ccsc1/C=N/Nc1cccc(C(=O)O)c1	7	5
79	O=C(NCCn1cc(SCc2ccccc2)c2ccccc21)c1c(F)cccc1F	1	-20
80	Cc1onc(-c2ccccc2Cl)c1C(=O)N1CCN(Cc2ccc3c(c2)OCO3)CC1	-1	-8

# 3 compounds from above, ordered by formula weight, ascending.
cpd	Structure	H9c2 TAG inh DAPI viability	H9c2 TAG inh
4	CCCc1c(C(=O)OCC)sc(N)c1C#N	0	-9
5	COc1ccc2[nH]c(=O)c(CNc3ccc(C)cc3C)cc2c1	-3	9
80	Cc1onc(-c2ccccc2Cl)c1C(=O)N1CCN(Cc2ccc3c(c2)OCO3)CC1	-1	-8

# Remaining list, next part
cpd	Structure	H9c2 TAG inh DAPI viability	H9c2 TAG inh
81	CC(C)(C)c1ccc(C(=O)C2CC2)cc1	4	-2
82	CC(C)C(=O)NNc1ccc(C(F)(F)F)cn1	1	1
83	Cc1nnc(SCC(=O)N2CCCCC2)n1CC1CCCO1 (stereo not drawn)	4	-10
84	CN(C)CC(C)(C)CNC(=O)C1CCN(Cc2ccccc2O)CC1	-5	24
85	CC(C)N(C(=O)[C@H]1C[C@H](CC(=O)NC(C)(C)C)C(=O)N2CCc3c([nH]c4cc(CCC(=O)N(C)C)ccc34)[C@]12C)C(C)C	7	-9
86	O=C(CNc1cccc([N+](=O)[O-])c1)N/N=C/c1ccc([N+](=O)[O-])o1	-12	-11
87	CC1CN(C(=O)CSc2nnc(CNC(=O)c3ccc(S(=O)(=O)N(C)C)cc3)o2)CC(C)O1 (stereo not drawn)	2	3
88	Cc1cc2ncn(C(=O)c3c(-c4ccccc4Cl)noc3C)c2cc1C	4	-1
89	C[C@@]12C(=O)Nc3ccccc3C(=O)N1[C@H]1c3cc(Cl)ccc3OC[C@@H]1[C@@H]2c1ccccc1	-11	19
90	Cc1nn(CCC#N)c(NC(=O)c2ccc(Cl)cc2)c1P(=O)(Nc1ccc([N+](=O)[O-])cc1)N1CCOCC1 (stereo not drawn)	18	-6
91	O=C(CN(c1cccc(C(F)(F)F)c1)S(=O)(=O)c1ccc(Cl)c([N+](=O)[O-])c1)NCc1ccc(F)cc1	-9	8
92	CCCC(=O)c1ccc(N2CCCC2)c(F)c1	1	-2
93	CC(=O)c1cccc(NC(=S)NC(=O)c2ccccc2C)c1	5	-26
94	C=CCN(c1ccccc1C(=O)NCC(=O)O)S(=O)(=O)c1ccccc1C	-7	7
95	Cn1cc(S(=O)(=O)N2CCNCC2)cc1C(N)=O	-6	3
96	COc1cc(/C=C(\C#N)c2nc3ccccc3[nH]2)cc(Br)c1OCc1ccc(F)cc1	-1	-12
97	CC(C1CC1)N(C(=O)c1ccccc1[N+](=O)[O-])c1ccccc1 (stereo not drawn)	-2	0
98	Cc1nc(CN(C)c2ncnc3ccc(-c4ccc5c(c4)OCO5)cc23)cs1	11	10
99	Cn1cccc1C(=O)OCC(=O)Nc1ccc2c(c1)OCCO2	-2	-13
100	O=Cc1ccc(-n2nncc2-c2ccc([N+](=O)[O-])cc2)cc1	9	-2

# (list continues)
cpd	Structure	H9c2 TAG inh DAPI viability	H9c2 TAG inh
101	CCc1nc2ccc(C(=O)NCCOc3ccc(OC)cc3)cn2c1N(CCC(C)C)CCN(C)C	0	35
102	Cc1ccnc2nc(C(=O)OCCOc3ccccc3)nn12	0	12
103	O=C(O)CC1=C(Nc2ccccc2)C(=O)N(c2ccccc2)C1c1ccc(Cl)cc1 (stereo not drawn)	-1	2
104	COc1ccc(CC(=O)Nc2ccc(-c3noc(-c4cc(OC)c(OC)c(OC)c4)n3)cc2)cc1	2	4
105	CCOC(=O)C1(C)CCN1C(=O)c1cc(C)n(C(C)(C)C)n1 (stereo not drawn)	8	3
106	COc1cc(C2c3c(n[nH]c3C)C(=O)N2c2ccc(Br)cc2)ccc1O (stereo not drawn)	10	-7
107	Cc1cc(C)n(-c2ccc(NC(=O)C3CCN(Cc4cc(C)c(C)o4)CC3)cc2)n1	1	-2
108	CC(=O)/C(C(=N)N1CCN(Cc2ccccc2)CC1)=C(\C)O	-17	4
109	CSCCC(NS(=O)(=O)c1ccccc1F)C(=O)NNC(=O)c1csc(N2CCOCC2)n1 (stereo not drawn)	-1	16
110	CCOC(=O)c1c(C)sc2c1N(C(=O)CN(CC)CC)c1cc(Cl)ccc1S2	3	16
111	CCn1c(SCC(=O)N2CCCC2)nnc1-c1ccc(N)cc1	4	1
112	CCCCC(=O)Nc1c(C)cc(C)cc1Cl	3	-4
113	NC(=O)c1sc(=S)n2c1[nH]c(=O)c1sccc12	-5	-8
114	Cc1ccccc1CN1CCCC(C(=O)Nc2ccc(-c3ccn[nH]3)cc2)C1 (stereo not drawn)	9	11
115	Cc1ccc(C)c2[nH]c(=O)c(CCNC(=O)c3cc4ccccc4o3)cc12	9	4

# Entries of single compounds, quoted from the list:
# `Cc1cc(C)n(-c2ccc(NC(=O)C3CCN(Cc4cc(C)c(C)o4)CC3)cc2)n1` is listed as H9c2 TAG inh DAPI viability: 1; H9c2 TAG inh: -2
# `Cc1ccc(C)c2[nH]c(=O)c(CCNC(=O)c3cc4ccccc4o3)cc12` is listed as H9c2 TAG inh DAPI viability: 9; H9c2 TAG inh: 4
# `CSCCC(NS(=O)(=O)c1ccccc1F)C(=O)NNC(=O)c1csc(N2CCOCC2)n1` (stereo not drawn) is listed as H9c2 TAG inh DAPI viability: -1; H9c2 TAG inh: 16

# An excerpt; the hit share may differ from the screen's.
